# IDE cell inh = inhibits human insulin-degrading enzyme in HEK cells | FAbetaB cleavage, fluorescence polarization | AID 434962 | inhibition, % at 5.59 µM | actives 0.41% (n = 320,000);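 active = percent inhibition above the average of all tested compounds plus 3 SD, set per screening campaign, cut at about 16% in these data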;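 note: IDE supplied by intact live HEK cells; FP after avidin binding of uncleaved biotin substrate so inhibition keeps polarization high; 0% = DMSO wells and 100% = 60 µM reference IDE inhibitor Ii1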
# IDE cell activ = boosts human insulin-degrading enzyme activity in HEK cells; P14735; FAbeta-B cleavage, fluorescence polarization; 0% vehicle, 100% cell-free pure enzyme wells; activation, % at 5.96 µM; actives 0.073% (n = 340,000); AID 493087;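 active = activation above the mean of all tested compounds plus 3 SD, set per screening campaign, cut at about 17% in these data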
# p-CIP stab down = compounds decreasing mouse p/CIP protein stability; Q05BA5; F442A p/CIP-EGFP cells, EGFP fluorescence, 16 h; decrease of EGFP signal, % at 10 µM; actives 0.01% (n = 290,000); AID 1984;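 active = EGFP signal decrease of at least 30% at 10 µM or well 3 SD below plate mean, unless failing retest; inactive = the rest, including hits failing retest or dose response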; note: some compounds called inactive have numbers as strong as hits; many of its hits are not listed in these tables
# Target sequence (Q05BA5 1-1403): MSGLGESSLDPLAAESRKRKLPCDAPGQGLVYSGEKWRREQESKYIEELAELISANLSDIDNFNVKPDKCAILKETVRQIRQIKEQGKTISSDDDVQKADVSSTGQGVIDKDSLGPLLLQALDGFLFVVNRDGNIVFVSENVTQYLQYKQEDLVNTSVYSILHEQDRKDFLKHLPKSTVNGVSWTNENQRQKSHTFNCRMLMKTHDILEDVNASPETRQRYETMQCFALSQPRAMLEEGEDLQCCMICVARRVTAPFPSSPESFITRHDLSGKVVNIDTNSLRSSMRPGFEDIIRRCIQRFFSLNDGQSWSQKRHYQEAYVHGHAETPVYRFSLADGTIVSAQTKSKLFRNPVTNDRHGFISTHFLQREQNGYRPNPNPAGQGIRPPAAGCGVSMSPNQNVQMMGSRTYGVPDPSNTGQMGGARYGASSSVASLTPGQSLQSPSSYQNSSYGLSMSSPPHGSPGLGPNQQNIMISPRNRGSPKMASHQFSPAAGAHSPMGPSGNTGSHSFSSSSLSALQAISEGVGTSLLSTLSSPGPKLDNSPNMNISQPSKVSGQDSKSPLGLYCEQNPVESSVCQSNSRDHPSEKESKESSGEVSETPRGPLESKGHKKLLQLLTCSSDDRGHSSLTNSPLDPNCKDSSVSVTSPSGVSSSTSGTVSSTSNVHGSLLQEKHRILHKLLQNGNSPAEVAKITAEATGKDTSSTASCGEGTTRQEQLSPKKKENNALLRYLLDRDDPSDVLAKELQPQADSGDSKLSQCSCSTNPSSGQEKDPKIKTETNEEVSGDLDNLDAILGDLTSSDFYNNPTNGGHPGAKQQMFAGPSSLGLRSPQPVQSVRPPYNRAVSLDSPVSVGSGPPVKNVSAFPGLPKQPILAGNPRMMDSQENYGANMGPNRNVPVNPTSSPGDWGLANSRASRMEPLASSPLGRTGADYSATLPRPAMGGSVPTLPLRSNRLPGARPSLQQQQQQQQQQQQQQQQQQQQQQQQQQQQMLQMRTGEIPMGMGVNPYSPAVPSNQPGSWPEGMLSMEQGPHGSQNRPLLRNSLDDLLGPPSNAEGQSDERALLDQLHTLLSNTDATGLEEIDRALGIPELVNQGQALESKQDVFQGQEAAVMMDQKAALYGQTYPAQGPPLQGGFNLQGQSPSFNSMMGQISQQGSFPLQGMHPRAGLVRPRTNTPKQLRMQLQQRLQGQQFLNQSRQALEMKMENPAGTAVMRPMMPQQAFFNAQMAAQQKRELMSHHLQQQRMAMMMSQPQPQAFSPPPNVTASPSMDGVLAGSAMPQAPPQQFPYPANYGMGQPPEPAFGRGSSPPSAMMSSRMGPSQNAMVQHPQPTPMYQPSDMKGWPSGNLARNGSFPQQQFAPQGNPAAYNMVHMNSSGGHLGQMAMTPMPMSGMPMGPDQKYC
# CRFBP-R2 block = CRF-BP/CRF-R2 complex antagonism. HEK293 CRF-R2/CRF-BP, CRF-induced calcium fluorescence. inhibition, % at 11.8 µM. actives 0.59% (n = 350,000);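 active = inhibition of the ligand-induced calcium signal above about 50% at the single tested concentration, limit read from the data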
# GalR3 antag = human GalR3 antagonism | HEK293 GalR3-CNG cAMP membrane potential fluorescence; galR3 body fused to GalR1 C-terminus | inhibition, % at 3 µM | actives 0.44% (n = 360,000);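 active = inhibition above the screen-wide average plus 3 SD, cut at about 13% in these data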;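 note: forskolin and galanin both at EC90 stimulate the cells; cAMP rise reported by CNG channel membrane potential dye signal; 0% = forskolin plus galanin with DMSO and 100% = forskolin alone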
# PHOSPHO1 block = PHOSPHO1 (human) inhibition | inhibition, % at 13.3 µM | AID 1565 | actives 1.1% (n = 290,000) | Q8TCT1 | recombinant PHOSPHO1, absorbance phosphatase assay; in the data active = inhibition above about 60%
# CRFBP-R2 agonist = CRF-BP/CRF-R2 complex agonism; actives 0.46% (n = 350,000); AID 588473; activation, % at 13.2 µM; HEK293 CRF-R2/CRF-BP, calcium dye fluorescence (FLIPR); percent of saturating CRF peptide response;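 active = activation of at least 50%, plus an integration ratio under a set limit after plate pattern correction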;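 note: plate controls were neutral control wells without compound for no effect and CRF at EC100 for full effect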
# CHRM4 PAM = CHRM4 positive allosteric modulation; activation, % at 3 µM; CHO-K1 hM4/Gqi5, Fluo-8 calcium fluorescence, ACh EC20; 0% = ACh EC20, 100% = maximal ACh; actives 0.4% (n = 360,000);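 active = activation above its plate's cutoff, the mean activation of sample wells plus 3 SD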; note: some results filed as inactive read as strong as hits
# MEKK3 PB1 HTS = MEKK3-MEK5 PB1 interaction, increase or decrease; bead-based flow cytometry, Alexa488-MEK5 binding to MEKK3; actives lie on both sides; 0 = blocked by unlabeled MEK5, 100 = vehicle; binding response (% of control), % at 10 µM; actives 1.4% (n = 290,000);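 active = binding response more than 3 SD above or below the average of its plate-row segment, actives on both sides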;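 note: Alexa488 bead fluorescence after subtracting the streptavidin-only scavenger bead signal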
# An asterisk follows results filed as active; · = no result given; & = joins results of further samples; [ ] = another dose, or the depositor's remark.
SMILES,IDE cell inh,IDE cell activ,p-CIP stab down,CRFBP-R2 block,GalR3 antag,PHOSPHO1 block,CRFBP-R2 agonist,CHRM4 PAM,MEKK3 PB1 HTS
O=S(=O)(c1cccc2cccnc12)N1CCc2ccccc21,-3,-2,-9,-12,-7,-8,-1.4,0,99
COc1ccc(S(=O)(=O)Nc2ccc(-c3ccc4nncn4n3)cc2)c(OC)c1,-2,-1,·,-2,4,·,11,0,·
Cc1ccc(-c2cc(C(=O)N3CCN(c4ccccc4O)CC3)c3ccccc3n2)cc1,1,1,·,-9,-3,·,0.6,-6,·
CC(C)C[C@@H]1NC(=O)[C@H](Cc2ccccc2)N(C)C(=O)[C@H](C)NC(=O)c2ccccc2NC(=O)[C@H](Cc2ccc(O)cc2)N(C)C1=O,5,4,-11,11,1,22,-0.9,-8,108
Cc1sc2c(c1C)c(=O)n(-c1cccc(C(F)(F)F)c1)c(=O)n2CC(=O)NCc1ccco1,-3,2,-6,2,-3,7,-1.8,-10,98
COc1ccc(C2=NOC(C(=O)NC(C)C)C2)cc1 (stereo unspecified),-2,1,-9,-14,-7,10,-1.6,-6,102
COc1ccc(N2CC(C(=O)N[C@@H](C)C(=O)N[C@H](CO)c3ccccc3)CC2=O)cc1 (stereo partly specified),-1,6,4,16,3,19,1.0,4,99
CCOC(=O)C1C2C=CC3(CN(C4CCCC4)C(=O)C13)O2 (stereo unspecified),4,4,-8,-13,3,28,1.7,2,101
COC(=O)c1sc(N2CCN(Cc3ccccc3)CC2)nc1N,-4,5,4,0,-7,37,-0.4,-2,102
Cc1nc(C(=O)NNC(=O)Nc2ccc(Cl)cc2)cs1,4,3,-4,0,-1,36,-1.6,7,95
Cc1sc2nc(C)n(/N=C/c3ccccc3)c(=O)c2c1C,16*,-11,-3,-18,-4,-27,1.0,6,104
O=C(O)c1ccc(-c2cccc(Cl)c2)o1,-3,1,·,-13,-4,·,3.9,2,100
Cc1nc(=O)c(-c2ccccc2)c(C)n1-c1ccccc1Cl,13,·,·,5,-1,·,-0.2,-4,·
COc1ccc(S(=O)(=O)Nc2cc3c4c(c2)CC(=O)N4CCC3)cc1,10,4,·,-6,-3,·,-0.5,3,·
O=C1c2cccnc2Oc2ccc(Cl)cc2N1Cc1ccc(F)cc1,-1,0,-5,-9,-2,3,-0.1,-11,106
CCOC(=O)Nc1ccc2c(CNC(C)c3ccccc3OC)cc(=O)oc2c1 (stereo unspecified),-3,-3,-16,0,-9,-8,-2.4,1,103
CNC(=O)C(=O)NCC1OCCCN1S(=O)(=O)c1ccc(F)cc1C (stereo unspecified),3,7,1,1,1,27,1.4,2,99
CC(C)Cn1c(N)c(C(=O)CSc2nccn2C)c(=O)n(C)c1=O,-1,0,·,0,1,·,0.3,10,·
O=c1sc2ccccc2c(N2CCCC2)c1[N+](=O)[O-],1,6,-2,-14,4,8,1.2,-4,104
O=C(Nc1ccc(NC(=O)c2ccco2)c(Cl)c1)c1cccc([N+](=O)[O-])c1,4,2,-14,-4,-4,17,-0.4,-3,93
COC(=O)c1ccc(C(=O)N2CCCC(Nc3ccc(C(C)C)cc3)C2)nc1 (stereo unspecified),5,1,-5,-7,-7,46,-0.9,9,99
Cc1cc(SCC(=O)Nc2ccc(O)cc2)n2ncc(-c3ccccc3)c2n1,2,-1,-21,-13,-5,20,-0.8,0,99
CC(C)c1nc(SCC(=O)N2CC(=O)Nc3ccccc32)c2ccccc2n1,0,5,-6,-12,-5,37,0.1,-4,126
COc1ccc(C(CNC(=O)c2c(C)nn(Cc3ccccc3)c2Cl)N2CCOCC2)cc1 (stereo unspecified),-2,0,·,-7,-7,·,-0.8,7,·
Cc1c(C(=O)NC(C)C)c(-c2ccccc2)nn1-c1ccccc1,-6,2,4,-11,1,-8,-0.6,4,98
CCC(C)(C)n1nnnc1C(c1ccccc1OC)N1CCSCC1 (stereo unspecified),-3,0,-2,6,-5,35,-0.9,2,105
Cc1ccc(/C=N/NC(=O)CNC(=O)c2ccc(S(=O)(=O)N(C)C)cc2)cc1,5,3,-11,-12,9,16,0.9,-8,·
COc1ccc2nc(NCc3cccnc3)sc2c1,-6,2,-8,8,-10,29,-0.2,-5,105
COc1ccc(S(=O)(=O)Nc2cc(C(=O)NC3CCCCCC3)ccc2N2CCOCC2)cc1,6,-3,-12,25,·,3,5.9,-3,100
O=[N+]([O-])c1ccc(N2CCCCC2)c(-c2nn[nH]n2)c1,3,5,-21,1,2,37,-0.5,14,106
O=C(NCCc1ccccc1)c1nc2nc(-c3cccs3)cc(C(F)(F)F)n2n1,-3,2,-18,16,-5,-27,-6.0,15,110
CSc1ccccc1C(=O)NC1CCCN(c2ccc(C(F)(F)F)cn2)C1 (stereo unspecified),8,-4,0,17,-5,24,-0.7,-5,101
Cc1cc[n+](CC(=O)c2cc3ccccc3oc2=O)cc1,-6,4,-7,17,-2,-8,0.0,-15,96
NN=C(c1cccc([N+](=O)[O-])c1)c1cccc([N+](=O)[O-])c1,-8,·,·,6,-6,·,0.3,-4,·
CC1(C)CC(=O)C=C(c2cccnc2)C1,1,4,·,5,0,·,1.0,7,94
COc1ccc(N=C2S/C(=C\c3cccs3)C(=O)N2CC(C)C)cc1,3,6,-7,13,-2,-31,1.0,-3,82*[inhibitor]
CCOc1ccc(CC2c3cc(OCC)c(OCC)cc3CCN2C(=O)CN2CCN(C)CC2)cc1OCC (stereo unspecified),2,-3,2,-18,-5,24,0.7,3,96
O=C(CCc1ccccc1)NN1C(=O)C2C3C=CC(C3)C2C1=O (stereo unspecified),6,1,4,-4,-3,51,0.2,0,57
CCCCc1[nH]nc2c1C1(C(=O)N(CC)c3ccccc31)C(C#N)=C(N)O2 (stereo unspecified),7,1,-3,-5,-1,-6,1.5,2,104
O=C(O)c1ccc(NC(=O)C2CCN(S(=O)(=O)c3ccc4c(c3)OCCO4)CC2)cc1,·,·,·,-3,-7,·,0.2,-4,·
O=C(O)c1cc2n(n1)C(C(F)(F)F)CC(c1ccccc1)N2 (stereo unspecified),-4,5,-5,4,-1,10,1.4,9,93
COc1cc(C(=O)NCC2CCCO2)cc(Br)c1OCc1ccccc1 (stereo unspecified),-2,2,·,6,-7,·,-0.1,-1,·
CCN(Cc1ccccc1)C(=O)c1cccs1,·,·,·,0,-2,·,-2.1,5,·
COc1cc(C2C(C#N)=C(N)Oc3cc(C)n(CCN4CCOCC4)c(=O)c32)cc(OC)c1OC (stereo unspecified),-2,-2,1,7,-3,-3,-2.1,4,112&105
CC(=O)c1c(C)[nH]c(C(=O)CN2C(=O)NC3(CCCCC3C)C2=O)c1C (stereo unspecified),·,4,·,-6,5,·,1.2,11,·
O=C(Nc1ccccc1C(=O)NCCCN1CCOCC1)c1ccc(Cl)cc1,-1,1,-1,-23,-3,23,2.7,12,101
CCOC(=O)CNS(=O)(=O)c1ccc(S(=O)(=O)NC2CC2)cc1,3,0,-8,3,-7,14,-1.6,6,104
O=c1cc(N2CCN(c3ccccc3Cl)CC2)[nH]c(=O)n1Cc1ccc(F)cc1,6,5,9,1,-5,19,0.5,-28,101
Cc1cc(C(=O)COC(=O)c2ccco2)c(C)n1Cc1ccco1,6,2,2,17,-8,-18,-3.3,-1,95
CCCn1c(=O)c(C(=O)N/N=C/c2ccccc2F)c(O)c2ccccc21,1,-2,11,3,2,-6,1.1,-1,106

# (listing goes on)
SMILES,IDE cell inh,IDE cell activ,p-CIP stab down,CRFBP-R2 block,GalR3 antag,PHOSPHO1 block,CRFBP-R2 agonist,CHRM4 PAM,MEKK3 PB1 HTS
Cc1ccc(NC(=O)C2CC(=O)Nc3ncnn32)cc1Cl (stereo unspecified),-4,3,-12,9,-4,35,3.2,8,122
O=C(Nc1ccc2c(c1)OCO2)c1ccc(Br)s1,2,-2,0,5,-9,-10,0.6,5,99
CN(CC(=O)Nc1ccccc1C(F)(F)F)CC(=O)N1CCCCCC1,-2,3,·,9,0,·,0.1,7,·
CC(C)OC(=O)N(C)C[C@@H]1OCc2cn(nn2)CCCC(=O)N([C@@H](C)CO)C[C@H]1C,·,·,·,-11,-5,·,-0.6,5,·
O=C(C1CC1)N1N=C(c2ccccc2)CC1(O)C(F)(F)F (stereo unspecified),1,1,-11,11,-9,26,-1.3,0,93

# Compound activity from PubChem BioAssay.
